# Screening results: PubChem, several laboratories
# sdo1 growth – compounds rescuing growth of sdo1-depleted yeast, bone marrow failure model; S. cerevisiae sdo1-depleted JHY4D growth rescue, OD600 30 h; stronger effect = higher value; pdr5 snq2 efflux-pump mutant strain; z-score at 10 µM; 0.21% of 140,000 active;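 active = z-score above 3 at both the 24 hr and the 30 hr optical density reads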;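 also: z-score against mean and SD of all compound wells on the same plate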
# INS promoter inh – TRM-6 insulin promoter activity inhibition. 0.9% of 130,000 active. TRM-6 cells (human fetal islet line), insulin promoter-eGFP reporter, imaging; reporter expression induced with tamoxifen. inhibition, % at 2 µM. AID 1273;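 active = inhibition above the mean plus 3 SD, with well images judged a real hit on visual review, cut at about 60% in these data, passing the limit was not always enough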
# sdo1 growth Rescue 24 h – further read-out of sdo1 growth, marked with its call; z-score; S. cerevisiae sdo1-depleted JHY4D growth rescue, OD600; measured here: growth rescue at 24 h;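 0 is the plate mean of compound wells and units are plate SD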
# * hit, by the source's call; . = not tested or not shown.
# Below each SMILES: sdo1 growth Rescue 24 h	INS promoter inh	sdo1 growth
CCOC(=O)C(NC(=O)c1ccc(OC)cc1)(N1CCCC1=O)C(F)(F)F (configuration not stated)
→ 0.88	44	1.3
Cn1c(SCC(=O)N2c3ccccc3Sc3ccccc32)nc2ccccc21
→ -0.53	.	-0.93
Cc1cccc(-c2noc(CCc3ccccc3)n2)c1
→ 0.37	.	0.2
CCOC(=O)CSc1ccc(-c2nc3ccccc3[nH]2)cn1
→ -2.2	57	-1.9
CCOC(=O)c1c(N)sc(C(=O)N(C)C)c1CN1CCOCC1
→ -0.81	23	-0.28
CCNC(=O)CC1SC(=Nc2ccccc2C)N(C)C1=O (configuration not stated)
→ 0.48	8	0.27
O=C(NC1CCCCC1NC(=O)c1cccs1)c1cccs1 (configuration not stated)
→ -0.09	5	0.55
CN(C)C(=O)Cn1c(SCC(=O)Nc2ccc3c(c2)OCO3)nc2ccccc21
→ 0.67	17	1.3
CC(=O)C(Cc1ccccc1)NC(=O)CN1CCc2ccccc2C1 (configuration not stated)
→ .	-33	.
O=C(COc1ccccc1)NCc1n[nH]c(=S)n1-c1ccccc1
→ .	42	.
CCC(=O)NC(c1ccccc1Cl)c1c(O)ccc2ccccc12 (configuration not stated)
→ -0.34	.	-0.13
CCCCn1c2nc3ccccc3nc2c2c(=O)n(CCC)cnc21
→ -1.2	34	-1.6
COc1ccc(C(=O)N2CCC(c3ccccc3)CC2)c(OC)c1OC
→ .	-6	.
CN1CCN(S(=O)(=O)c2ccc(N3CCN(S(=O)(=O)c4cccs4)CC3)nc2)CC1
→ 0.25	-16	0.67
Oc1cccc(Nc2nc(NCC3CCCO3)c3ccccc3n2)c1 (configuration not stated)
→ -0.24	-26	-0.76
O=C(COC(=O)c1cc(-c2ccco2)nc2ccccc12)NCc1ccc2c(c1)OCO2
→ -1.1	-12	-1.6
COc1ccc(NC(=O)CSc2nnc(N)s2)cc1
→ -0.28	-33	0.12
COc1ccc(C(=O)C(OC(=O)c2ccccc2)c2ccccc2)cc1 (configuration not stated)
→ -0.24	44	-0.4
C=C1CCC2C(C)(C)[C@H](O)CC[C@@]2(C)[C@@H]1COc1cc(=O)oc2ccccc12 (some centres not stated)
→ -0.41	10	-0.56
Cc1onc(-c2ccccc2)c1C(=O)n1nnc2ccccc21
→ 2.5	52	1.9
CCC(=O)NCCNc1ccc([N+](=O)[O-])cn1
→ 0.06	60	0.53
Cc1c(-c2ccccc2)cn2c1-c1ccc(C)n1CC2
→ 1	-32	0.61
O=C(CSc1nnc(Cc2cccs2)n1C1CCCCC1)N1CCCc2ccccc21
→ -0.03	-84	-0.27
COc1ccc(-c2nnc(NC(=O)C(C)C)o2)cc1
→ -1.1	.	-0.35
O=C(N1CCCC1)C12CC3CC(C1)CC(C(=O)N1CCCC1)(C3)C2
→ .	0	.
Cc1nc(-c2ccccc2)nc2[nH]c(C(C)C)cc(=O)c12
→ -0.35	-78	-0.59
COc1ccc(C2=NOC(C(=O)Nc3c(C)n(C)n(-c4ccccc4)c3=O)C2)cc1OC (configuration not stated)
→ 1.4	.	1.3
CC1(CCc2ccccc2)NC(=O)N(Cc2nnc(-c3ccccc3Br)o2)C1=O (configuration not stated)
→ -0.65	-14	-0.81
COc1ccc(-c2cn3c(C)c(C(=O)Nc4cccc(C)n4)sc3n2)cc1
→ 0.27	8	-0.67
Cc1ccc(CC(=O)NC2CCSC2=O)cc1 (configuration not stated)
→ .	36	.
COc1cc(CNCCc2ccccc2)ccc1OCC(=O)NC(C)(C)C
→ 0.93	0	1.9
CCN(CC)S(=O)(=O)c1ccc(NC(=O)COC(=O)CNS(=O)(=O)/C=C/c2ccccc2)cc1
→ -0.46	.	-0.2
COC(=O)c1nnc(-c2ccccc2)nc1OC
→ 0.63	-38	1.1
Cc1[nH]c2ccccc2c1CCNC(=O)c1c(N)no[n+]1[O-]
→ .	-17	.
O=C(CCc1ccccc1)N/N=C/c1cccc(O)c1
→ .	-37	.
O=C(CSc1nc(C2CC2)nc2ccccc12)N1CCc2ccccc2C1
→ -1.4	62	-1.9
CCC(=O)N1CCc2cc(S(=O)(=O)NCCCOC)ccc21
→ -0.09	0	0.84
O=C(OC1CCOC1=O)c1ccc(N2CCCC2)c([N+](=O)[O-])c1 (configuration not stated)
→ .	13	.
COc1ccc(CNc2ccc(S(N)(=O)=O)cc2)cc1
→ 0.54	.	1.2
CCN(C(=O)CSc1nnc(Cc2cccc3ccccc23)n1N)C1CCS(=O)(=O)C1 (configuration not stated)
→ 1.3	0	1.2

# Filtered by structure: the entries above with a nitro group on carbon
# Below each SMILES: sdo1 growth Rescue 24 h	INS promoter inh	sdo1 growth
CCC(=O)NCCNc1ccc([N+](=O)[O-])cn1
→ 0.06	60	0.53
O=C(OC1CCOC1=O)c1ccc(N2CCCC2)c([N+](=O)[O-])c1 (configuration not stated)
→ .	13	.

# Other structures follow.
# Below each SMILES: sdo1 growth Rescue 24 h	INS promoter inh	sdo1 growth
O=C(CCCN1C(=O)c2ccccc2C1=O)NCCC1=CCCCC1
→ 2.5	-8	3.5
O=C(Nc1ccccc1[N+](=O)[O-])c1cccnc1Cl
→ 0.62	3	0.43
Cc1[nH]c2c(Cl)cccc2c1CCNC(=O)C1CCCCC1C(=O)OCC(F)(F)F (configuration not stated)
→ -1.3	0	-0.93
CCc1nc(C#N)c(N2CCOCC2)o1
→ 0.12	.	0.29
CN1CCN(CC#CC(C)(O)C2CC3C=CC2C3)CC1 (configuration not stated)
→ 1.5	41	1.8
CCOC(=O)c1nn(-c2ccccc2C)c2nc(Nc3ccccc3)cc(=O)n12
→ -0.03	-46	-1.2
COc1ccc(NC(=O)N2CCc3ccccc32)cc1
→ 1.9	37	2
COc1cc(C(=O)NCCC(=O)NCCCN2CCCCC2)cc(OC)c1OC
→ 0.29	-227	1.2
CCCc1nn(C(=O)c2ccccc2)c2c1C(=O)CC(C)(C)C2
→ -0.18	-31	0.29
CN(c1ccccc1C(=O)O)S(=O)(=O)c1ccc2c3c(cccc13)C(=O)N2
→ -0.92	69	-0.04
CC(C)NS(=O)(=O)c1ccc(NC(=S)NC(=O)c2cccc([N+](=O)[O-])c2)cc1
→ -0.96	7	-0.59
O=C(Cc1ccc([N+](=O)[O-])cc1)Nc1ccc(Cl)cc1
→ .	53	.
O=C(c1ccc(F)cc1)N1CCC(N2CCOCC2)CC1
→ 0.18	26	0.07
CCc1nnc(NC(=O)c2c(C)nn(-c3ccccc3)c2Cl)s1
→ 0.03	14	-0.28
COCC(C)NCc1ccc(OC)c(Br)c1 (configuration not stated)
→ .	-27	.
Cc1cc(C)c2nc(N3CCN(C)CC3)c(C#N)cc2c1
→ 0.96	.	0.94
CCOC(=O)Cc1nnc(NC(=O)CSc2ncc(-c3ccccc3)nn2)s1
→ .	5	.
COc1ccc(-n2c(COc3ccc(C)cc3)nnc2SCc2ccc(C#N)cc2)cc1
→ -0.45	-35	-1.1
Cc1ccc(C(=O)c2cc([N+](=O)[O-])ccc2N2CCOCC2)cc1C
→ -0.27	-42	-1.5
Cc1cccc(NC(=O)CN2C(=O)C(C)Oc3ccccc32)n1 (configuration not stated)
→ .	-23	.
CN(Cc1ccccc1)S(=O)(=O)c1ccc(NC(=O)C2CCCO2)cc1 (configuration not stated)
→ -0.32	-14	0.01
CCOC(=O)C1=C(CN2CCOCC2)NC(=O)NC1c1cccc([N+](=O)[O-])c1 (configuration not stated)
→ .	-21	.
Cc1[nH]c2ccccc2c1SCCNC(=O)c1ccc(Br)o1
→ -1.3	7	-2
COCCN=C1Sc2nc3ccc(C)cc3cc2CN1Cc1ccco1
→ 1.6	.	0.99
Cc1cccc(C(=O)NC2CC3CCCC(C2)N3S(=O)(=O)c2ccccc2)c1 (configuration not stated)
→ -0.18	-31	-0.65
Cc1ccc(-c2csc(NC(=O)c3cc([N+](=O)[O-])ccc3N3CCOCC3)n2)cc1
→ .	24	.
CN(C)c1ccc(-c2nn3c(C4CCCCC4)nnc3s2)cc1
→ -1.6	.	-2.4
O=C(N/N=C/c1c(Cl)[nH]c2ccccc12)c1sc2ccccc2c1Cl
→ -1.7	.	-2.1
Fc1ccc(N/N=C/C=C/c2ccccc2)c(F)c1
→ -1.3	20	-1.1
O=C(OCn1nnc2ccccc2c1=O)C1CCN(S(=O)(=O)c2cccs2)CC1
→ -1.1	.	-0.63
CCc1ccc2c(c1)C(O)(CC(=O)c1cccs1)C(=O)N2 (configuration not stated)
→ .	21	.
COc1ccc(N=C2NN=C(c3c(C)[nH]c4ccccc34)CS2)cc1
→ -0.96	-28	-0.87
O=C(Oc1ccc(=O)n(-c2ccccc2)n1)c1ccc(Cl)cc1
→ -0.72	5	-0.34
O=C(c1ccc(F)cc1)n1ccc(-c2cnc(-c3ccccc3)s2)n1
→ 1.5	-58	1.4
COCC(=O)N(Cc1nc2ccccc2c(=O)[nH]1)Cc1cccs1
→ 1.2	33	0.96
CC(C)(C)CNc1cc(N2CCCC2)ccc1[N+](=O)[O-]
→ -0.12	-126	-0.57
COc1cc(NC(=O)CSc2nnc3ccc(-c4ccncc4)nn23)cc(OC)c1
→ .	5	.
O=C1C=C(O)CC(c2ccc(Cl)c(Cl)c2)C1 (configuration not stated)
→ 1.4	57	1.6
Cc1cc(C(=O)Nc2cccc(/C=C/C(=O)O)c2)c(C)o1
→ 1.2	.	0.96
CCOc1ccc(NC(=O)Cn2nnc(C(=O)NCc3ccccc3OC)c2N)cc1
→ 0.1	33	-0.12

# Reformatted: results already given
molecule | sdo1 growth Rescue 24 h | INS promoter inh | sdo1 growth
Cc1ccc(-c2csc(NC(=O)c3cc([N+](=O)[O-])ccc3N3CCOCC3)n2)cc1 | . | 24 | .
CN(C)c1ccc(-c2nn3c(C4CCCCC4)nnc3s2)cc1 | -1.6 | . | -2.4
O=C(N/N=C/c1c(Cl)[nH]c2ccccc12)c1sc2ccccc2c1Cl | -1.7 | . | -2.1
Fc1ccc(N/N=C/C=C/c2ccccc2)c(F)c1 | -1.3 | 20 | -1.1
O=C(OCn1nnc2ccccc2c1=O)C1CCN(S(=O)(=O)c2cccs2)CC1 | -1.1 | . | -0.63
CCc1ccc2c(c1)C(O)(CC(=O)c1cccs1)C(=O)N2 (configuration not stated) | . | 21 | .
COc1ccc(N=C2NN=C(c3c(C)[nH]c4ccccc34)CS2)cc1 | -0.96 | -28 | -0.87

# 2 compounds drawn at random from those above:
# Below each SMILES: sdo1 growth Rescue 24 h	INS promoter inh	sdo1 growth
O=C1C=C(O)CC(c2ccc(Cl)c(Cl)c2)C1 (configuration not stated)
→ 1.4	57	1.6
COCC(=O)N(Cc1nc2ccccc2c(=O)[nH]1)Cc1cccs1
→ 1.2	33	0.96

# Next part
# Below each SMILES: sdo1 growth Rescue 24 h	INS promoter inh	sdo1 growth
O=C(c1ccc(COCC(F)(F)F)o1)N1CCCCCC1
→ -0.15	39	-0.05
O=C(CSc1nc2ccccc2c(=O)n1-c1ccc(Cl)cc1)c1ccco1
→ 0.58	-14	-0.62
CCOC(=O)c1nnc(-c2ccc(C)cc2)nc1Oc1ccccc1Cl
→ -1.7	22	-2.3
CCc1ccccc1NC(=O)c1cnc2scc(C)n2c1=O
→ -1	.	-0.89
Cc1ccc(C(C(=O)NC2CCCC2)N(Cc2ccc3c(c2)OCO3)C(=O)Cc2cccs2)cc1 (configuration not stated)
→ -0.53	-81	-1.3
O=C(CCCN1CCC(c2ccccc2)C1)c1ccc2c(c1)OCCO2 (configuration not stated)
→ -0.7	-77	-1.1
O=C(/C=C/c1ccccc1F)c1cccc([N+](=O)[O-])c1
→ -1.7	50	-1.6
O=C(NCc1ccccn1)C1CCN(S(=O)(=O)c2ccccc2)CC1
→ 0.55	0	0.63
COc1ccccc1NC(=S)NC(=O)c1ccc(-c2ccc(Cl)cc2)o1
→ 0.25	-32	-1
O=C(NC1CCCCC1)c1sc(N2CCOCC2)nc1-c1ccccc1
→ -0.07	-39	0.09
COc1ccccc1NC(=O)CSc1nc2ccccc2cc1Cc1ccccc1
→ -0.21	-3	-0.05
CCOc1nc(Nc2ccc(OC)c(Cl)c2)nc(N2CCN(c3ccc(OC)cc3)CC2)n1
→ -0.07	-13	0.09
COc1cc(OC)cc(C(=O)NCc2nc(-c3ccccc3)no2)c1
→ -0.57	3	-0.15
COc1ccc(-c2nnc(SCC(=O)Nc3cc(C)on3)o2)cc1
→ .	25	.
CCn1cc(C(=O)N2CCOCC2)c(=O)c2cc(S(=O)(=O)N(C)C)ccc21
→ -0.92	.	-0.45
Cc1c(Cc2ccccc2)c(=O)oc2cc(OCC(=O)c3ccccc3)ccc12
→ -0.5	-11	-1
Cc1cccnc1NC(=O)CCCN1C(=O)c2ccccc2C1=O
→ -0.43	-8	0.65
O=C(O)c1ccc2c(c1)-c1nc3ccccc3n1C2=O
→ 0.81	-20	1.2
Cc1ccc(C)c(-n2c(CNC(=O)c3ccco3)nnc2SCC(=O)N2CCc3ccccc32)c1
→ 0.7	38	0.53
CCn1c(=O)c2c(nc3n2CC(C)CN3CCc2ccccc2)n(C)c1=O (configuration not stated)
→ -0.98	58	-0.55
CC(/C=N/N1CCN(c2ccccn2)CC1)=C\c1ccccc1
→ -0.95	.	-0.89
COc1ccc(C)cc1-n1c(SCC(=O)Nc2cc(C)on2)nc2sc(C)c(C)c2c1=O
→ 1.2	.	0.34
Cc1cc(C)cc(NC(=O)c2ccccc2CC[N+](=O)[O-])c1
→ -0.48	-39	-0.58
Cc1sc2nc(CN3CCCC3)nc(N3CCN(S(=O)(=O)c4cccs4)CC3)c2c1C
→ -0.89	-57	-0.88
CCN(CC)C(=O)c1sc2nc(Cc3ccccc3)[nH]c(=O)c2c1C
→ .	11	.
